# From PubChem BioAssay
# GPR7 antagonist = GPR7 receptor antagonists, primary screen, cell-based, fluorescence, single concentration; Neuropeptides B/W receptor type 1 (Homo sapiens), P48145; GPR7-expressing cells, fluorescence antagonist assay; inhibition, % at 4.4 µM; 1.1% of 290,000 active; AID 1861, 2009; in the data active = inhibition above about 16%, passing the limit was not always enough;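 also: cells stimulated with the agonist NPW; 0% = agonist with vehicle and 100% = vehicle without agonist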
# NALP1 yeast inh = NALP1 inflammasome inhibitors in reconstituted yeast, colorimetric, S. cerevisiae, triplicate retest. S. cerevisiae NALP1/ASC/caspase-1 growth, X-gal OD620, 72 h. inhibition, % at 10 µM. 0.61% of 280,000 active. AID 2071, 2009; in the data active = inhibition mostly above about 24%, no sharp cut-off; inactive = mostly below about 32%; also: some compounds called inactive have numbers as strong as hits
# IDE cell activ = human IDE activators in live cells, primary screen, fluorescence polarization, HEK cells, FAbeta-B substrate | FAbeta-B cleavage; 0% vehicle, 100% cell-free pure enzyme wells | activation, % at 5.96 µM | 0.073% of 340,000 active | AID 493087, 2011;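 active = activation above the mean of all tested compounds plus 3 SD, set per screening campaign, cut at about 17% in these data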
# Target sequence (P14735 whole entry, looked up): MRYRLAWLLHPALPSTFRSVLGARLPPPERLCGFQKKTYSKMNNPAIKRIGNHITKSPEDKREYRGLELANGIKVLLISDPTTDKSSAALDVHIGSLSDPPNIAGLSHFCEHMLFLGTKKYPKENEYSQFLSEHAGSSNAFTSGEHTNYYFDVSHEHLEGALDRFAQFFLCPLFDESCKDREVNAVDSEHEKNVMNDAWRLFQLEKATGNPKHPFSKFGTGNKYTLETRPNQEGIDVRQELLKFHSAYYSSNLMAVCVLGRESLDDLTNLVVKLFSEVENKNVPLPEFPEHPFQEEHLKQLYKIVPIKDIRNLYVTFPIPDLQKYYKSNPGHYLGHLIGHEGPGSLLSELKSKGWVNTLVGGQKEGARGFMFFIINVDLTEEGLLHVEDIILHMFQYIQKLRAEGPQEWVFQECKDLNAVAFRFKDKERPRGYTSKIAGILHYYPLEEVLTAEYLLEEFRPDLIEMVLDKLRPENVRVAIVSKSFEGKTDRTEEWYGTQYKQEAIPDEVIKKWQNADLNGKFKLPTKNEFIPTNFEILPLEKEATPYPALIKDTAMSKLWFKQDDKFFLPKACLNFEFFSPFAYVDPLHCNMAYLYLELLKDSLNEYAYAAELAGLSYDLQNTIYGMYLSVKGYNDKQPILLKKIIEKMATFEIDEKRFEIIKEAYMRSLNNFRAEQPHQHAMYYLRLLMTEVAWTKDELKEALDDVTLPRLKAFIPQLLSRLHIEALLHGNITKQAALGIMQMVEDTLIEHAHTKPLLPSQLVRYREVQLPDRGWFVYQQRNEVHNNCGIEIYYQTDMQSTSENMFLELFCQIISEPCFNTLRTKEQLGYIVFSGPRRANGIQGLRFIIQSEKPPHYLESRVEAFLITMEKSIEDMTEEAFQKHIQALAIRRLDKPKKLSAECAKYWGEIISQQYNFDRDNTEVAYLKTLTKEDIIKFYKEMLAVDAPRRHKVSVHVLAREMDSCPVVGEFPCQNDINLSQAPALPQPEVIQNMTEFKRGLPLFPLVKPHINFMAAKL
# IDE inh = human IDE inhibitors in live cells, primary screen, fluorescence polarization, HEK cells, FAbetaB substrate. 0.41% of 320,000 active. FAbetaB cleavage. Insulin-degrading enzyme (Homo sapiens), P14735. inhibition, % at 5.59 µM. AID 434962, 2010;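 active = percent inhibition above the average of all tested compounds plus 3 SD, set per screening campaign, cut at about 16% in these data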;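 also: IDE supplied by intact live HEK cells; FP after avidin binding of uncleaved biotin substrate so inhibition keeps polarization high; 0% = DMSO wells and 100% = 60 µM reference IDE inhibitor Ii1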
# PfM18AAP inh = PfM18AAP inhibitors, malaria aminopeptidase, primary screen, biochemical, QFRET, recombinant enzyme | H-Glu-NHMec fluorogenic cleavage | 1.2% of 290,000 active | M18 aspartyl aminopeptidase (Plasmodium falciparum 3D7) | inhibition, % at 7.35 µM;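 active = inhibition above the campaign mean inhibition over all tested compounds plus 3 SD, cut at about 28% in these data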;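 also: 0% = plate median of test compound wells and 100% = 2 mM ZnCl2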
# IMP-1 inhibitor = IMP-1 metallo-beta-lactamase inhibitors, primary screen, biochemical, epi-absorbance readout, Pseudomonas aeruginosa enzyme; metallo-beta-lactamase IMP-1 (Pseudomonas aeruginosa); purified IMP-1, nitrocefin hydrolysis, epi-absorbance fluorescence; inhibition, % at 5.6 µM; 0.45% of 290,000 active;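 active = inhibition above the mean plus 3 SD of all compounds in the same screening run, cut at about 4.5% in these data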;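 also: 0% = IMP-1 with DMSO and 100% = DMSO wells lacking enzyme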
#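 Material – recombinant IMP-1 enzyme, purified · Amount – IMP-1 0.2 nM before substrate addition · Medium – HEPES buffer pH 7.1 with ZnSO4 and Brij 35 · Timing – 25 °C, 15 min preincubation, 25 min reaction · Measured by – plate fluorescence quenching by hydrolysis product, ex 480/em 530 nm · Read-out – percent enzyme inhibition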
# PHOSPHO1 block = PubChem AID 1565; Phosphoethanolamine/phosphocholine phosphatase (Homo sapiens), Q8TCT1; inhibition, % at 13.3 µM; recombinant PHOSPHO1, absorbance phosphatase assay; 1.1% of 290,000 active; in the data active = inhibition above about 60%
# pCIP destab = p/CIP-EGFP fusion destabilizers, primary screen, fluorescence, F442A cells. decrease of EGFP signal, % at 10 µM. 16 h. AID 1984, 2009. 0.01% of 290,000 active. Q05BA5;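 active = EGFP signal decrease of at least 30% at 10 µM or well 3 SD below plate mean, unless failing retest; inactive = the rest, including hits failing retest or dose response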; also: some compounds called inactive have numbers as strong as hits; many of its hits are not listed in these tables
# VIM-2 inhibitor = VIM-2 metallo-beta-lactamase inhibitors, primary screen, biochemical, epi-absorbance readout, Pseudomonas aeruginosa enzyme; purified VIM-2, nitrocefin hydrolysis, epi-absorbance fluorescence; inhibition, % at 5.6 µM; 0.89% of 290,000 active;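 active = inhibition above the mean of all tested compounds plus 3 SD, cutoff set per screening run, cut at about 7.5% in these data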;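 also: red hydrolysis product quenches plate fluorescence so inhibitors raise well fluorescence; 0% = enzyme with DMSO and 100% = DMSO without enzyme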
# Starred values were filed as active, the others as inactive; x = not tested or not shown.
No.	Structure	GPR7 antagonist	NALP1 yeast inh	IDE cell activ	IDE inh	PfM18AAP inh	IMP-1 inhibitor	PHOSPHO1 block	pCIP destab	VIM-2 inhibitor
1	COc1ccc2cc3cc(C(=O)Nc4ccc5c(c4)OCO5)oc3nc2c1	7	5	-3	4	5	-1.6	-29	-1	-1.1
2	CC(C)(C)c1cc(C(=O)N/N=C/c2ccc(O)cc2)n(-c2ccccc2)n1	-1	12	2	-3	6	-4.1	-12	-3	-4.2
3	CCCn1nnnc1NCc1ccc(N(CC)CC)cc1	-21	x	1	0	7	-1.9	x	-5	-0.9
4	O=C(CSc1nnnn1-c1ccccc1)Nc1ccc(Cl)cn1	-4	-1	0	4	-2	-2.0	-17	-11	-1.7
5	COc1ccc(NC(=O)c2ccccc2-c2ccc(C(F)(F)F)cc2)cc1S(=O)(=O)N1CCOCC1	-5	30	2	5	3	-2.5	-12	-6	-2.9
6	Cc1ccc(C(C(=O)NC2CCCCC2)N(Cc2cccnc2)C(=O)c2csnn2)cc1 (stereo not drawn)	1	9	1	5	-3	-2.7	20	-4	-3.1
7	O=C1c2ccccc2C(=O)N1OS(=O)(=O)c1ccccc1	-12	37	x	9	-8	0.1	-2	4	1.4
8	C=CCNc1nc(-c2cc3ccccc3o2)cs1	-7	36	3	4	5	-2.2	-4	2	0.0
9	COc1cccc(-c2cc(C(=O)N3CC4(C)CC3CC(C)(C)C4)no2)c1 (stereo not drawn)	-7	-31	12	-1	-6	-1.4	23	-5	-1.7
10	Cc1cc(=O)[nH]c(SC(C(=O)O)c2ccccc2)n1 (stereo not drawn)	4	27	0	8	0	0.1	-5	-9	0.7
11	COc1ccc(N/C=C/C(=O)c2sc(-c3ccccc3)nc2C)cc1	-9	9	1	5	4	-1.1	7	-4	-6.3
12	CCOc1ccc(C(=O)Nc2ccc3c(c2)OCO3)cc1OCC	-12	9	0	0	4	-2.7	28	-6	-4.3
13	COc1cc(/C=N/NC(=O)c2ccncc2)cc2c1OCO2	-5	18	0	-3	-3	1.0	23	-9	-0.8
14	Nc1cc(=O)[nH]c(SCc2nnnn2-c2ccc(Cl)cc2)n1	-7	19	1	7	-1	-3.3	1	9	-0.2
15	Cn1c(O)c(N=NC(=O)CNC(=O)c2cccnc2)c2ccccc21	-2	-5	-4	5	8	-1.3	36	-4	0.5
16	CCn1c(NCc2ccccc2NS(=O)(=O)c2ccc(C)cc2)nc2ccccc21	-13	21	0	0	1	-4.2	-9	-16	-3.4
17	CCOC(=O)N1CCN(CC(O)COc2c(C)cc(C)cc2C)CC1 (stereo not drawn)	14	4	4	2	0	-1.9	16	-3	-0.8
18	O=C1Cc2ccccc2C(c2ccccc2)N1 (stereo not drawn)	-8	3	-2	-5	-8	-2.3	-42	10	-3.4
19	COc1ccc(S(=O)(=O)N2CCOCC2)cc1NC(=O)c1cccc(Cl)c1	0	26	2	-2	9	-0.5	x	10	2.0
20	COc1cccc2cc(C(=O)OCc3ccccc3)c(=O)oc12	-3	23	0	-8	-1	1.1	x	-3	3.8
21	Cc1cc(C)n(CC(O)COc2ccccc2Br)n1 (stereo not drawn)	-7	14	2	1	6	-0.4	9	-1	1.2
22	CC1CCN(S(=O)(=O)c2nnc(NC(=O)COc3ccccc3F)s2)CC1	-3	30	5	2	3	-2.5	12	-6	-3.2
23	Cc1ccc(N2CC(C(=O)OCC(=O)c3ccc(F)cc3)CC2=O)cc1 (stereo not drawn)	-1	5	4	-1	2	-3.3	32	-9	-3.1
24	Cc1ccccc1-n1c(-c2csc3ccccc23)n[nH]c1=S	-6	15	-12	2	17	-5.0	-5	-2	-3.1
25	c1ccc(-c2n[nH]nc2-c2ccccc2)cc1	-9	10	-3	5	11	1.0	9	-11	-4.1
26	O=C(O)c1nn(CCSc2ccccc2F)c(=O)c2ccccc12	-4	14	4	3	-3	0.4	28	-17	3.4
27	CC(C(=O)O)N1C(=O)/C(=C/C=C/c2ccco2)SC1=S (stereo not drawn)	-6	-7	-6	0	18	5.8*	28	-3	-1.9
28	CCc1ccccc1NC(=O)CSc1n[nH]c(C)c1[N+](=O)[O-]	10	37	2	5	-10	0.2	-12	-15	0.3
29	COc1ccc(N2CCC(CNC(=S)Nc3cccc(C)c3)C2)cc1 (stereo not drawn)	-11	5	4	3	17	-3.2	-10	6	-3.8
30	CN=C1C=C/C(=N/N=c2\ccn(O)cc2C)C=C1C	-12	15	3	2	2	-11	28	2	-9.2
31	COc1ccc(C(=O)NCc2c(CC(C)C)oc(C)c2C(=O)O)cc1	0	35	6	5	-5	-3.1	7	6	-0.7
32	O=C(CSc1cn[nH]n1)Nc1ccccc1C(F)(F)F	-6	26	-1	3	13	-1.9	8	-13	-0.1
33	COc1ccc2cc(C(=O)N3CCc4ccccc43)[nH]c2c1	-16	3	-1	1	11	-1.5	59	-7	-1.0
34	CN(C)c1ccc(C(=O)NC2(N3CCC3=O)CCCC2)cc1	2	13	1	3	-8	0.5	-8	7	-0.3
35	O=C(CC(c1ccc(F)cc1)c1ccco1)N1CCCC1 (stereo not drawn)	0	32	4	-3	-14	0.0	9	-8	-1.7
36	O=C(CN(C1CCCCC1)S(=O)(=O)c1ccc(F)cc1)Nc1ccc2c(c1)OCO2	-9	-26	2	1	-9	-0.5	15	-4	-1.6
37	CCOc1ccc(CC(=O)C2C(=O)CCCC2=O)cc1OCC	1	0	6	-1	33*	-3.2	32	3	-3.6
38	C=CCc1cccc(C=Nc2cccn3cc(-c4ccccc4)nc23)c1O	-4	12	4	5	-6	-0.8	2	5	0.0
39	Cc1nn(-c2ccccc2)c(C)c1C(=O)NCc1ccccc1F	6	9	-3	0	2	-3.4	20	-2	-2.2
40	O=C(COC(=O)c1cccnc1)Nc1ccc(F)cc1	-3	4	1	2	-18	1.8	1	-2	-0.1
41	CC(=O)c1ccc(C(=O)N(CCN(C)C)c2nc3c(Cl)cccc3s2)cc1	-8	1	4	-1	-4	-3.0	-14	1	-2.5
42	O=C(NC1CCCCC1)C(c1ccc(F)cc1)N(CCc1ccccc1)C(=O)CN1C(=O)c2ccccc2S1(=O)=O (stereo not drawn)	0	23	0	2	-8	1.1	-21	-4	2.7
43	Nn1c(SCc2cccc(Cl)c2)nnc1-c1ccncc1	-15	13	7	2	-5	-1.9	24	0	-1.2
44	N#Cc1cccc(OCC(=O)NC(=O)NCc2ccccc2)c1	-5	2	-4	0	-5	-1.2	2	-6	-0.5
45	COC(=O)c1c(C)oc(C)c1S(=O)(=O)Nc1ccccc1	-3	9	0	-1	-2	0.0	33	0	-2.4
46	COc1cc(/C=C(/C#N)c2nc3ccccc3[nH]2)ccc1OC(=O)c1ccco1	3	29	-93	67*	-8	0.4	-22	-59	0.7
47	Nc1c(-c2ccc3c(c2)OCCO3)oc2ccccc2c1=O	-3	-1	3	6	9	-3.6	19	-2	1.7
48	CC1CCC(NC(=O)c2ccc(S(C)(=O)=O)cc2)CC1 (stereo not drawn)	-4	22	8	0	0	-0.2	4	6	-0.8
49	Cc1c(OC(C)C(=O)NCC(O)c2ccccc2)ccc2c3c(c(=O)oc12)CCCC3 (stereo not drawn)	-13	-164	3	-7	1	1.6	-67	-11	11*
50	O=C1C(=Cc2cccn2-c2ccc(O)cc2)C(=O)c2ccccc21	0	6	-1	4	6	0.6	28	-7	2.6

# The list goes on.
No.	Structure	GPR7 antagonist	NALP1 yeast inh	IDE cell activ	IDE inh	PfM18AAP inh	IMP-1 inhibitor	PHOSPHO1 block	pCIP destab	VIM-2 inhibitor
51	Cc1cc2ncn(CCC(=O)NC(C)(C)C)c2cc1C	-19	14	3	3	-14	0.7	-1	-10	-0.1
52	COCCN1CCN(C(=O)c2ccc3oc(CCc4ccccc4)nc3c2)CC1	-5	14	-5	-2	2	-1.5	18	-10	-1.2
53	CCC1Sc2ccc(S(=O)(=O)CCC(=O)Nc3ccccc3Br)cc2NC1=O (stereo not drawn)	-14	17	3	1	1	-1.3	22	3	-0.8
54	O=C(CCCn1cncn1)N1CCCC(N2CCN(c3ccc(F)cc3)CC2)C1 (stereo not drawn)	-10	-2	3	-1	-2	-1.4	18	2	-0.8
55	CCN1C(=O)C(CC(=O)Nc2ccc(OC)cc2)N(CCc2ccccc2F)C1=S (stereo not drawn)	-12	6	-8	-16	7	-1.1	-1	-6	-1.6
56	CCOc1cc(C)c(Cl)cc1S(=O)(=O)NC1CC(C)(C)NC(C)(C)C1	-5	19	1	-1	-13	-1.5	28	-6	1.0
57	O=C1CC(c2ccccc2F)c2cc3c(cc2N1)CCC3 (stereo not drawn)	-2	-5	-2	-2	-7	-0.6	27	-14	-0.8
58	COCC(=O)Nc1ccc2c(c1)OCC(=O)N2Cc1ccc(C)cc1	-3	3	5	-1	-3	-2.0	19	-10	-1.6
59	COc1cccc(OCc2cc(C(=O)N3CCN(c4ccccc4O)CC3)no2)c1	-14	5	6	0	4	-2.3	22	4	-2.5
60	O=C(NC1CCCCC1)N1CCCC1	7	5	0	3	-11	-2.9	-20	4	1.9

# The list goes on, overlapping the part above by two compounds.
No.	Structure	GPR7 antagonist	NALP1 yeast inh	IDE cell activ	IDE inh	PfM18AAP inh	IMP-1 inhibitor	PHOSPHO1 block	pCIP destab	VIM-2 inhibitor
59	COc1cccc(OCc2cc(C(=O)N3CCN(c4ccccc4O)CC3)no2)c1	-14	5	6	0	4	-2.3	22	4	-2.5
60	O=C(NC1CCCCC1)N1CCCC1	7	5	0	3	-11	-2.9	-20	4	1.9
61	CCN(CC)c1ccc(NC(=O)CC2Oc3ccccc3NC2=O)c(C)c1 (stereo not drawn)	-1	-18	1	-1	14	-4.9	56	6	-3.5
62	CCCCC(=O)O[C@]1(C(=O)CO)CC[C@H]2[C@@H]3CCC4=CC(=O)CC[C@]4(C)[C@H]3[C@@H](O)C[C@@]21C	3	34	-5	1	4	-2.9	8	6	-2.1
63	CN=C(c1ccc(C)cc1)n1c(=S)nc(-c2ccc(C)cc2)n(C)c1=S	-11	12	-3	2	0	-3.6	-42	1	1.2
64	CC#CC[N+](C)(C)CCCCCCCCCC	6	20	7	7	-10	-0.7	37	-59	0.1
65	CCNC(=S)N1CCCC(c2nc3ccc(C)cc3[nH]2)C1 (stereo not drawn)	-3	0	6	-2	3	-3.2	20	-17	-2.6
66	CN(C(=O)CC1C(=O)NCCN1Cc1ccc(F)c(F)c1)C1CCOCC1 (stereo not drawn)	6	15	4	6	-3	-1.4	35	-3	-2.6
67	O=C(NCc1ccccn1)c1cc(-c2ccc(Br)cc2)nc2ccccc12	-11	32	-2	5	9	-2.4	3	-8	-2.5
68	CCC(C)Sc1nc2c(c(=O)n1C)SC(C)C2 (stereo not drawn)	-10	x	2	2	5	-2.1	6	3	-1.0
69	Cc1[nH]c(=O)[nH]c(=O)c1S(=O)(=O)N(C)Cc1ccccc1	-1	31	5	1	-5	-3.0	7	9	-1.9
70	COc1ccc(-c2noc(CN(C)C(=O)c3ccc4c(c3)OCO4)n2)cc1OC	-6	16	3	2	-7	-1.3	-16	-8	-2.3
